HCMV antiviral: qHTS Assay for inhibitors of the human cytomegalovirus (HCMV); HFF cells, HCMV-luciferase reporter, 72 h; hits give low values; activity change, negative = inhibition, % at 57.5 µM; actives 4.5% (n = 410,000); in the data active = activity change below about -60%; inconclusive = no clear call, values can overlap the other calls; inactive = above about -39%
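Inhibition of viral replication was scored as loss of reporter luminescence in HFFs infected with HCMV-luciferase (MOI 1 PFU/cell) for 72 h; compounds tested at 2 doses, normalized to buffer and Salinomycin controls.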
TbPYK inhibitor: qHTS of Trypanosoma Brucei Inhibitors. pyruvate kinase (Trypanosoma brucei), Q57TT1. Potency, µM (highest dose often 76.8 µM), for the others: at the top dose activity, negative = inhibition, most hits filed as inhibitors. actives 0.12% (n = 410,000). TbPYK enzyme, Kinase-Glo Plus ATP luminescence, 45 min. AID 624173, 2012; also: potency is read from the fitted curve at half-maximal effect; nearly all actives have a fitted effect of over 50% in size
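Enzyme and substrate buffer are dispensed first and compound is pin-transferred. ADP at 130 uM final then starts the reaction, which runs 45 min at room temperature. Detection reagent is added for 10 min before luminescence is imaged.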
HCV inh: qHTS Assay for Inhibitors of Hepatitis C Virus (HCV); actives 3.4% (n = 340,000); Potency, µM (top dose mostly 41.8 µM), inactives show at the highest dose activity change, negative = inhibition, usual class: inhibitors; Huh7.5.1 HCVcc-Cre infection, luciferase reporter, 44 h; AID 651820, 2012; also: potency is read from the fitted curve at half-maximal effect
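Antiviral activity was scored by luciferase reporter output from cells infected with HCVcc-Cre (~0.5 moi) in presence of compound, 44 h infection period, cells seeded 1,000/well 4 h prior.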
AmpC inh detg: qHTS Inhibitors of AmpC Beta-Lactamase (assay with detergent). P00811. AmpC hydrolysis of nitrocefin, absorbance 480 nm, 0.01% Triton. Potency, µM (doses to about 114 µM), for inactives: top-dose activity change, negative = inhibition, most hits filed as inhibitors. actives 0.041% (n = 370,000);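 also: potency is read from the fitted curve at half-maximal effect; 0% = no-compound wells and -100% = no-enzyme wells; nearly all actives have a fitted effect of over 25% in size; some results filed as inactive show a strong effect at the top dose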
Target sequence (P00811 whole entry, looked up): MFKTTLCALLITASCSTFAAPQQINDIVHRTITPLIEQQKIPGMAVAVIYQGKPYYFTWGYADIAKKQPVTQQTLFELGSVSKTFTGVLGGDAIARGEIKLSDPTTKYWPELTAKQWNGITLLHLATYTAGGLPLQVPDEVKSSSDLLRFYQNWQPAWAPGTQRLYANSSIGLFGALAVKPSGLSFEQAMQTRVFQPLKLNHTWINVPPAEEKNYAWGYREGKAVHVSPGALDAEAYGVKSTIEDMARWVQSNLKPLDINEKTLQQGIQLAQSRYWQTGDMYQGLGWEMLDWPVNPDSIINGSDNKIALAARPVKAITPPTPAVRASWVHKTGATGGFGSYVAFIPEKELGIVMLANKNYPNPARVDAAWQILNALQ
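AmpC (5.3 nM in the dispensed reagent) in 20 mM phosphate pH 7.0 with 0.01% (detergent screen) or 0.0001% Triton X-100 was preincubated with compounds for 15 min at room temperature. Nitrocefin was then added from an 800 uM solution, and hydrolysis was followed at 480 nm.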
LmPK inhibitor: qHTS Assay for Inhibitors of Leishmania Mexicana Pyruvate Kinase (LmPK); Q27686; purified LmPK, Kinase-Glo ATP luminescence, 1 h; Potency, µM (titrated, usually from 57.5 µM), without a hit: at the highest dose activity change, negative = inhibition, actives largely listed as inhibitors; actives 0.37% (n = 290,000); AID 1721, 2009; also: potency is read from the fitted curve at half-maximal effect
Target sequence (Q27686 whole entry, looked up): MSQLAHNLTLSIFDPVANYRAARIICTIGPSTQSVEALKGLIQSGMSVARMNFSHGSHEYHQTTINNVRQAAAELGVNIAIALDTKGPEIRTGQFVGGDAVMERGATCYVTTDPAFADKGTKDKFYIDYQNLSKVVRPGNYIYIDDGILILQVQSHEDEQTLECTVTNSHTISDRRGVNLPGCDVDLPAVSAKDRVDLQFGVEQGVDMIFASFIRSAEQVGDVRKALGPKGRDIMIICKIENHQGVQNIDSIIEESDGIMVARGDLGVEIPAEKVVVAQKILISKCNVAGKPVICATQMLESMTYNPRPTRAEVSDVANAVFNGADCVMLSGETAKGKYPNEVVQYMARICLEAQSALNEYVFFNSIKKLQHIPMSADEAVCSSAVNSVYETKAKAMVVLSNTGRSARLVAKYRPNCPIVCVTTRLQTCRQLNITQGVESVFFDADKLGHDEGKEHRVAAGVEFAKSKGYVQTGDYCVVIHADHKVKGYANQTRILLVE
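Pyruvate kinase activity monitored as ATP production (luciferase luminescence). Conditions: 0.1 nM enzyme, 0.5 mM PEP, 0.1 mM ADP, 1 h, RT; normalized against uninhibited and no-enzyme wells.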
AmpC inh no detg: qHTS Inhibitors of AmpC Beta-Lactamase (assay without detergent) | AmpC nitrocefin hydrolysis, absorbance 480 nm, 0.0001% Triton | Potency, µM (highest dose often 57.1 µM), for the others: at the highest dose activity change, negative = inhibition, most hits filed as inhibitors | actives 0.52% (n = 330,000) | P00811;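 also: potency is read from the fitted curve at half-maximal effect; plate controls were no compound for no effect and no enzyme for full effect; nearly all actives have a fitted effect of over 20% in size; some results filed as inactive show a strong effect at the top dose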
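20 mM phosphate pH 7.0 + 0.01% (detergent screen) or 0.0001% Triton X-100; 5.3 nM AmpC reagent; cpd preinc 15 min RT; nitrocefin (800 uM stock) to start; A480 q20 s × 4 min; Activity was normalised to no-enzyme and no-compound control wells.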
AMA1-RON2 inh: qHTS for Inhibitors of AMA1-RON; Towards Development of Antimalarial Drug Lead: Primary Screen. Plasmodium falciparum AMA1 (3D7) - RON2 peptide interaction. AlphaScreen AMA1-biotinylated RON2 peptide binding. Potency, µM (top dose mostly 58.2 µM), for the others: at the top dose activity change, negative = inhibition, actives largely listed as inhibitors. actives 0.2% (n = 360,000). AID 720542, 2013;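 also: potency is read from the fitted curve at half-maximal effect; 0% = vehicle wells and -100% = peptide control; nearly all actives have a fitted effect of over 45% in size; some results filed as inactive show a strong effect at the top dose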
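AMA1 (3D7) with his tag at 25 nM final met compounds first, then biotinylated RON2 peptide at 25 nM; detection used donor plus acceptor beads, 10 µg/mL apiece, read by AlphaScreen after 30 min at room temperature.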
* = called active by the depositor; ? = inconclusive; . = no result given; [ ] = another dose, or the depositor's remark. Unless noted, calls follow the shape of the dose curve; as a rule, active = well fitted curve in the direction sought with a large enough effect; inconclusive = small, poorly fitted or top-dose-only effect, or another doubt; inactive = no such curve, though single readings can be large; an effect the other way counts as inactive or inconclusive. Unless noted, % is scaled to controls: 0 for no effect and ±100 for the full control effect. Hits appear at their usual frequency; about 7.5% have a hit in one of these screens.

smiles	HCMV antiviral	TbPYK inhibitor	HCV inh	AmpC inh detg	LmPK inhibitor	AmpC inh no detg	AMA1-RON2 inh
COc1ccc2c(CC(=O)NC3CCCc4ccccc43)coc2c1 (stereo not drawn)	-8	-14%	?	4%	-4%	-26%	-12%
Cc1cccc(-n2c(-c3csc(C(C)C)c3)n[nH]c2=S)c1	28	?	13%	?	10µM*	-39%	1%
CC(=O)NC(CCS(C)(=O)=O)C(=O)Nc1nc(C)cs1 (stereo not drawn)	1	0%	-3%	1%	2%	-21%	-14%
COc1ccc(/C=C/C(=O)NCc2c(C)nn(C)c2C)cc1COc1ccc(Br)cc1	?	0%	?	?	2%	131%[activator]	1%
COc1ccc(CN2CC(C(=O)NCCc3ccc(C)cc3)CC2=O)cc1 (stereo not drawn)	14	-3%	-14%	?	6%	38%	-2%
COc1ccccc1N1CCN(c2ccc(=O)n(CC(=O)O)n2)CC1	-8	-1%	.	5%	.	.	.
CCN(CC)c1ncnc2c1[nH]c1ccccc12	?	-3%	11µM*	0%	-1%	-30%	4%
CCOc1cc(CNCc2cccs2)ccc1OCC(=O)NC(C)(C)C	-32	-3%	?	-8%	0%	-3%	10%[11.6 µM]
CCCCn1c(N)c(N(CCOC)C(=O)c2cc(S(=O)(=O)N3CCCCC3)ccc2C)c(=O)[nH]c1=O	3	-2%	-8%	?	.	-23%	5%
O=C(O)c1ccccc1C(=O)c1ccc(Br)s1	-2	-3%	15%	7%	1%	-14%	12%
O=C(CSc1n[nH]c(=O)n1C1CC1)c1ccc(F)cc1	28	3%	11%	9%	2%	-6%	-4%
O=C(Nc1ccc(N2C(=O)C3C4C=CC(C4)C3C2=O)cc1)Nc1cccnc1 (stereo not drawn)	-10	-3%	-6%	-12%	-2%	-35%	0%
CC1=C(C(=O)N(C)C)CC(CC(=O)NCc2cccc3ccccc23)C(=O)N1Cc1ccccc1 (stereo not drawn)	-3	1%	.	.	.	.	-8%
CC1(CCc2ccccc2)NC(=S)N(c2ccc(Cl)cc2)N1 (stereo not drawn)	-25	-22%	7%	2%	2%	-20%	0%[2.32 µM]
O=C(O)c1ccccc1COc1ccccc1Cl	81	2%	3%	-2%	0%	-11%	6%
COc1ccc(CNC(=O)Cc2ccc(-c3ccccc3)cc2)cc1OC	18	-5%	?	4%	-8%	57%	0%
O=C(COC(=O)c1ccc(F)cc1)Nc1cc(S(=O)(=O)N2CCOCC2)ccc1N1CCCC1	139	-1%	13%	0%	-4%	38%	10%
COc1ccc(OC)c(CNC(=O)c2c3c(nc4ccccc24)C(=O)N(C2CCCCC2)C3)c1	19	-8%	.	22%	.	.	.
CCC1SC2=NC(C)=C(C(=O)OC)C(c3ccc(C(=O)OC)cc3)N2C1=O (stereo not drawn)	60	1%	7%	-10%	-1%	26%	-30%
O=C(COc1ccccc1-c1ccccc1)Nc1ccc(S(=O)(=O)NCc2ccco2)cc1	-2	15%	6%	2%	0%	-36%	2%
CCOC(=O)Nc1cc(C)c(Cl)cc1OC	-32	-3%	-23%	1%	1%	-9%	9%
CSc1ccc(CN(C)CC(=O)NC(C)c2ccccc2)cc1 (stereo not drawn)	?	-3%	4%	5%	2%	48%	-25%
COc1ccc(/C=C/C(=O)OCC(=O)NC2CCCCC2C)c(OC)c1 (stereo not drawn)	-14	1%	1%	-2%	.	-16%	-1%
O=C(COc1cccc2ccccc12)Nc1cc(S(=O)(=O)N2CCOCC2)ccc1N1CCOCC1	.	.	.	-10%	-1%	11%	.
COc1ccc(CCN(C)C(=O)c2ccc(C)c(S(=O)(=O)N3CCCCC3)c2)cc1OC	18	-12%	-2%	-4%	.	70%[activator]	7%
Cc1csc(NC(=O)C2CCCCN2S(=O)(=O)c2ccccc2)n1 (stereo not drawn)	-37	-1%	0%	4%	-1%	-37%	-7%
COc1ccc(S(=O)(=O)/C(C#N)=C/Nc2ccccc2F)cc1	?	-3%	14%	-7%	2%	-27%	-6%
CCOCCCn1c(=NC(=O)c2cccs2)c(C#N)cc2c(=O)n3ccccc3nc21	16	-5%	?	-1%	3%	40%	7%
COc1cc(/C=C/C(=O)OCC(=O)Nc2cc(C)on2)ccc1OCC#N	14	7%	?	-12%	.	-14%	4%
O=C(COC(=O)c1cccs1)Nc1cccc(Cl)c1	-6	4%	11%	-13%	.	-21%	-5%
Cc1ccc(-c2nc(CS(=O)CC(=O)NCc3ccco3)c(C)o2)cc1 (stereo not drawn)	-34	-10%	-7%	-12%	5%	26%	-4%
O=C(CS(=O)(=O)c1cccc2nsnc12)Nc1ccccc1Cl	4	-3%	.	3%	.	.	.
Cc1cc(/C=N\NC(=O)CC(=O)NC2CCCCC2)c(C)n1-c1cccc(Cl)c1Cl	-33	-12%	5%	-13%	0%	37%	-3%
CCCCCC(=O)OC(CN1CCCCC1)CN1CCCC1=O (stereo not drawn)	45	4%	0%	-13%	-3%	-7%	-3%
CC1=CCC2C(=O)N(c3ccccc3OC(=O)c3ccccc3F)C(=O)C2C1 (stereo not drawn)	45	7%	16%	-1%	-2%	10µM*	-4%
NC(=O)C1CC(=O)N(c2ccc(OCc3ccccc3Cl)cc2)C1 (stereo not drawn)	21	-8%	9%	1%	6%	49%	-13%
CCOc1ccc(N(C)S(=O)(=O)c2ccc(-c3cc(C)no3)s2)cc1	-31	-7%	10µM*	-1%	4%	-3%	6%
CN(C)Cc1c(O)ccc2oc(Cc3ccccc3)cc12	3	1%	?	-3%	-4%	62%[activator]	-15%
Cc1ccc(S(=O)(=O)NCC(=O)NCC(=O)OC(C(=O)NC(N)=O)C(C)C)cc1C (stereo not drawn)	0	6%	2%	-1%	1%	-5%	-6%
COc1cccc(CNC(=O)CSc2ccc(-c3sc(-c4ccccc4)nc3C)nn2)c1	9	0%	.	-5%	.	.	.
COc1cc(/C=N/N=C(\N)c2nonc2N)ccc1O	-14	-8%	-21%	3%	-9%	-13%	7%
CCOc1ccc(-n2c(SCC(=O)Nc3ccc(OC)cc3OC)nc3c(c2=O)SCC3)cc1	-24	-2%	?	-11%	6%	-16%	0%
O=C(NCC1COc2ccccc2O1)c1ccc(Br)s1 (stereo not drawn)	29	0%	-13%	0%	4%	-37%	4%
O=C(c1ccccc1)N1CCn2c(nc3ccccc32)C1	44	7%	17%	-15%	-3%	2%	-1%
COc1ccc(S(=O)(=O)N2N=C(C)Oc3ccccc3C2=O)cc1	27	2%	?	-1%	-5%	-5%	2%
C[C@@H]1C(c2ccc(F)cc2)=NN(c2ccccc2)[C@H]1C(=O)N1CCOC1=O	15	-3%	?	.	.	21%	52%[activator]
CCCSc1nc(C)cc(C)c1S(C)(=O)=O	-24	1%	-3%	0%	-21%	-1%	-2%
CCCn1c(SCC(=O)Nc2ccccc2C(=O)OC)nc2c1c(=O)n(C)c(=O)n2C	27	.	?	-2%	0%	-19%	-3%
Cn1c(CNc2nc(-c3ccccc3)cs2)nnc1SCC(=O)N1CCc2ccccc21	34	-3%	?	2%	0%	74%[activator]	-10%
COc1ccc2c(c1)c1c(c(=O)n(-c3ccccc3)c(=O)n1CC(=O)NCc1ccc(C)cc1)n2C	4	-6%	.	9%	.	.	.
Cc1ccc(-c2nnn(CC(=O)N(Cc3ccco3)C(C(=O)NC(C)(C)C)c3cccs3)n2)o1 (stereo not drawn)	-21	-1%	?	-11%	6%	-12%	-7%
Cc1ccc(C)c(Nc2nc3c(S(=O)(=O)c4ccccc4)nnn3c3ccccc23)c1	-2	-8%	?	2%	0%	-18%	-2%
Cc1cc(C)cc(C(=O)NCCCN2CCOCC2)c1	25	-9%	-3%	-16%	-3%	-18%	6%
Cc1ccc(C(C(=O)NC2CCCCC2)N(C(=O)c2csnn2)C2CC2)o1 (stereo not drawn)	1	-8%	10%	?	0%	-12%	-4%
Cc1cccc(NC(=O)c2cc3ccccc3oc2=O)c1	81	0%	14%	?	-10%	-14%	-2%
CC(=O)c1cccc(NC(=O)c2nc(-c3ccccc3)n(-c3cccc(Cl)c3)n2)c1	13	0%	.	24%	.	.	.
COCCn1nnnc1C(c1ccc2ncccc2c1)N1CCN(c2ccccc2F)CC1 (stereo not drawn)	-32	-5%	3%	-4%	2%	60%[activator]	?
CN(C)NC(=S)NC1CCS(=O)(=O)C1 (stereo not drawn)	-14	0%	21%	0%	-2%	-25%	21%
N#C/C(=C/N1CCOCC1)c1ccccc1	14	-6%	3.2µM*	5%	2%	0%	0%
O=C(O)c1cccc(COc2cccc3ccccc23)c1	91	1%	?	.	.	.	18%
Cc1ccc(NS(=O)(=O)c2ccc3nc(-c4ccccc4)[nH]c3c2)c(Cl)c1	-16	4%	.	7%	.	.	.
O=C(C1CCCO1)N1CCN(C(=S)NC2CC2)CC1 (stereo not drawn)	?	-1%	3%	-10%	3%	-4%	0%

Screening data deposited in PubChem BioAssay by National Center for Advancing Translational Sciences (NCATS).
